# Screening data from PubChem BioAssay.
# SENP8 block-1: blocks the human protease SENP8. purified SENP8, Z-RLRGG-aminoluciferin cleavage, luminescence. Q96LD8. inhibition, % at 10 µM. 330,000 compounds, 1.2% hits. AID 2540; in the data active means inhibition above about 50%
# Target sequence (Q96LD8 whole entry, looked up): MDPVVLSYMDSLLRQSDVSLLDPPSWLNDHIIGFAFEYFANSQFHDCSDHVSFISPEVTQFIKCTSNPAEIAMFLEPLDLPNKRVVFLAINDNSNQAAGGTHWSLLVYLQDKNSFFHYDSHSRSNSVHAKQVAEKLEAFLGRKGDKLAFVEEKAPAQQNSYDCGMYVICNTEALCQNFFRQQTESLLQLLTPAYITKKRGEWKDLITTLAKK
# PfG6PD inh: PfG6PD (Plasmodium falciparum) enzyme inhibition | PfGluPho enzyme, NADPH resazurin-diaphorase fluorescence | inhibition, % at 20 µM | 350,000 compounds, 0.78% hits;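 active means inhibition reaching at least a set limit at 20 µM in the primary screen, cut at about 59% in these data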;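 further: 0% = DMSO wells with substrate and 100% = DMSO wells lacking glucose-6-phosphate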
# MIN6 prolif: inducers of beta-cell replication in MIN6 cells | 330,000 compounds, 0.29% hits | proliferation, % at 10 µM | MIN6 cells proliferation, ATPlite luminescence, 48 h; cells starved in 0.2% serum; 100% = growth in 10% serum | AID 2380;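 active means compounds whose signal lies at least 3.5 SD above the mean of all wells on their plate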;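 further: 0% = DMSO-treated cells in low-serum medium and 100% = 10% serum control; some compounds called inactive have numbers as strong as hits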
# SENP6 inh: inhibitors of human SENP6 protease | 330,000 compounds, 1.8% hits | Recombinant SENP6 catalytic domain, aminoluciferin luminescence | Q9GZR1 | inhibition, % at 10 µM;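 active means inhibition above about 50% at the single tested dose, limit read from the data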;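 further: plate controls were DMSO wells with enzyme for no effect and DMSO wells lacking enzyme for full effect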
# Target sequence (Q9GZR1 628-1112 limits assumed): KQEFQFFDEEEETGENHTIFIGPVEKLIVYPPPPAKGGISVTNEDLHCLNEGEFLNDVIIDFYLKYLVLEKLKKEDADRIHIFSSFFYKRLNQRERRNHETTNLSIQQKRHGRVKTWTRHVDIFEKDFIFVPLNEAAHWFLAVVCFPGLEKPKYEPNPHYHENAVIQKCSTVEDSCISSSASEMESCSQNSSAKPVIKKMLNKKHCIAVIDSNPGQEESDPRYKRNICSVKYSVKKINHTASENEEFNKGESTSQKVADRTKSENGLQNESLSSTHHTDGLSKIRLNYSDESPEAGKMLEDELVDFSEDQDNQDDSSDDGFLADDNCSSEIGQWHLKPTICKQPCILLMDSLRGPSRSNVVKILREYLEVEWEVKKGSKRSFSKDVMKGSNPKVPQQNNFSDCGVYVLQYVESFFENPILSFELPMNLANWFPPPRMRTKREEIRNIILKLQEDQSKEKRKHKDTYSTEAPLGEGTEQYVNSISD
# HKDC1 inh: blocks human hexokinase HKDC1 activity; Q2TB90; recombinant HKDC1, G6PDH/diaphorase resazurin coupled fluorescence; inhibition, % at 20 µM; 340,000 compounds, 0.16% hits; AID 493160;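 active means inhibition above about 35% when tested at 20 µM, limit read from the data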;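 further: plate controls were DMSO wells with enzyme for no effect and DMSO wells lacking enzyme for full effect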
#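 Test system: recombinant HKDC1 (HK5) hexokinase enzyme, produced in-house / Doses: 20 µM test compound, 1% DMSO / Timing: 90 min, room temperature / Detection: G6PDH/diaphorase-coupled fluorescence, 1 mM NADP, 100 µM resazurin, 525/613 nm / Control set: DMSO wells with and without enzyme mix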
# SENP8 block-2: blocks human SENP8 cleavage of Nedd8 substrate; 360,000 compounds, 0.64% hits; inhibition, % at 20 µM; recombinant SENP8, Nedd8 substrate fluorescence; Q96LD8; AID 602440; in the data active means inhibition mostly above about 40%, no sharp cut-off; inactive means mostly below about 27%
# SENP7 inh: inhibitors of human SENP7 protease; AID 434973; recombinant SENP7, Z-RLRGG-aminoluciferin luminescence, 40 min; inhibition, % at 5 µM; 330,000 compounds, 1.5% hits;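 active means inhibition above about 50% at the single test dose, limit read from the data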;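 further: plate controls were DMSO with enzyme for no effect and no enzyme buffer wells for full effect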
# UBC13 polyUb: blocks human UBC13 polyubiquitin chain formation. TR-FRET. inhibition, % at 20 µM. 330,000 compounds, 0.47% hits; in the data active means inhibition above about 45%, passing the limit was not always enough
# Target sequence (P61088 whole entry, looked up): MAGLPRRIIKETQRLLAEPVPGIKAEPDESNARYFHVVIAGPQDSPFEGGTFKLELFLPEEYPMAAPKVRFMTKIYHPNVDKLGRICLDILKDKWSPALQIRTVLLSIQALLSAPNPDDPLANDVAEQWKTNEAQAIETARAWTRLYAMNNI
# SENP1 FRET inh: blocks the human SENP1 SUMO protease catalytic domain; Q9P0U3; recombinant SENP1 catalytic domain, CyPet-SUMO1-YPet FRET cleavage; inhibition, % at 10 µM; 360,000 compounds, 0.21% hits;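 active means inhibition at least 30% at 10 µM, raw YFP signal under a set limit, fluorescence ratio 0.5 to 1.5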;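 further: 0% = enzyme with DMSO and 100% = no enzyme wells; some results filed as inactive read as strong as hits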
# Target sequence (Q9P0U3 419-644 limits assumed): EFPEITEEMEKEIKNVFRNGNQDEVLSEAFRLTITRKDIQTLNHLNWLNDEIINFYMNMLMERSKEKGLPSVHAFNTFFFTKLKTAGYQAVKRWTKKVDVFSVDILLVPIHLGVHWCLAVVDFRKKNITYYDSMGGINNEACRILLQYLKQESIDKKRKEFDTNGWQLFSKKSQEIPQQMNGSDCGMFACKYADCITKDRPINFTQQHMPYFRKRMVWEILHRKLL
#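 system = hSENP1 catalytic domain, recombinant | reagent = SFCypet-SUMO1-SFYpet substrate at 25 nM | doses = one dose per compound, 10 µM, 0.5% DMSO | incubation = enzyme reaction for 50 min at room temperature, dark | measured by = FRET, CFP and YFP emission | controls = no-enzyme low, enzyme-DMSO high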
# * marks the source's active call; other numbers are inactive results; nt = not tested or not shown.
SMILES,SENP8 block-1,PfG6PD inh,MIN6 prolif,SENP6 inh,HKDC1 inh,SENP8 block-2,SENP7 inh,UBC13 polyUb,SENP1 FRET inh
CCC(C)[C@@H](N)C(=O)N/N=C/c1cccc2nccnc12 (stereo partly drawn),0.8,-20.1,-2.3,8.6,-9.6,nt,-2.0,-7.7,nt
COc1ccc(CN(C(=O)c2ccc(C)cc2)c2cccc(N)c2)cc1,-12.7,4.1,0.5,-8.2,-4.1,9.7,8.9,-4.7,-2.6
CCCC(=O)Nc1nnc(SCC(=O)Nc2nc(C)cs2)s1,2.0,-14.7,8.8,0.2,-5.1,1.2,-4.0,-7.8,0.6
Cc1cccc(NCC(=O)c2c(N)n(C)c(=O)n(C)c2=O)c1C,-12.7,6.0,-2.6,3.5,-5.4,3.4,-1.7,-10.7,-32.2
CCCCn1c(=O)nc2n(-c3ccccc3)c3ccccc3cc-2c1=O,5.8,5.5,-0.7,-10.2,1.8,-290.7,5.2,21.9,-23.1
Nc1cc(N)c2c(c1)C(=O)c1ccccc1-2,nt,45.1,nt,nt,-1.8,21.3,nt,nt,2.4
COc1ccc(S(N)(=O)=O)cc1C(=O)N1CCCC1,5.3,-5.2,-1.9,-5.9,-9.8,9.9,4.5,0.0,1.3
COC(=O)c1ccc(/C=N/NC(=O)CNc2cccc(C)c2)cc1,6.1,1.6,7.0,7.0,-3.5,24.6,2.4,12.6,1.6
O=C(c1ccc(Cl)cc1Cl)N1CCc2ccccc21,1.7,13.8,-0.6,3.8,-1.8,5.8,9.1,-1.4,-0.1
Cc1ccc(C)c(NC(=S)N2CCC(NC(=O)c3ccc(F)cc3)CC2)c1,7.7,1.8,-2.4,6.3,-2.0,5.6,4.3,1.4,0.5
Cc1ccc(-c2noc(CSc3nnc(-c4ccccc4)n3C)n2)cc1,-0.8,-0.6,-2.7,-1.8,0.3,12.7,-1.3,-0.5,2.7
CC(C)Cc1ccc(CN2CCCC(NC(=O)CCN3CCCO3)C2)cc1 (stereo not drawn),6.0,9.4,-4.3,-16.8,-5.3,5.1,-4.8,1.5,-0.6
COc1ccc(Cl)cc1NC(=O)CSc1nnc(CNC(=O)c2cccs2)o1,-8.9,21.6,5.6,-12.4,-0.3,15.1,2.1,15.7,1.0
Cc1ccc(NC(=O)N2Cc3ccccc3CC2C(=O)NC(C)(C)C)cc1 (stereo not drawn),-1.1,-2.9,-0.8,-17.8,-4.0,39.8,-0.8,-7.4,1.5
Cn1c(=O)c(=O)n(C)c2cc(S(=O)(=O)N3CCN(c4ccccc4F)CC3)ccc21,-5.2,-21.2,-1.4,-24.0,-7.5,-25.8,-2.6,-14.6,0.5
CCn1c(SCC(=O)N(C)CC(=O)Nc2cccc(OC)c2)nnc1-c1ccco1,4.8,2.6,-1.5,-1.3,0.3,1.5,2.5,1.1,0.4
C[C@@H](CC#N)CN1CC[C@H](C(C)(C)C)CCC1=O,-5.7,-3.3,-5.2,0.7,-3.9,-8.7,-1.9,0.8,-4.9
O=C(Nc1nncs1)c1cccc(S(=O)(=O)N2CCOCC2)c1,-8.4,-12.8,-1.1,-13.5,-5.5,12.4,-8.0,-8.2,5.1
O=C(CSc1ccccc1)Nc1ccc(S(=O)(=O)NCC2CCCO2)cc1 (stereo not drawn),0.9,-12.1,0.3,-2.3,4.0,-5.5,-2.1,1.7,1.8
O=S(=O)(CC(O)COc1ccccc1Cl)c1ccccc1 (stereo not drawn),3.3,3.3,-1.1,-11.9,-0.1,17.7,-0.1,5.4,2.5

# Pulled by structure from the entries so far (2):
SMILES,SENP8 block-1,PfG6PD inh,MIN6 prolif,SENP6 inh,HKDC1 inh,SENP8 block-2,SENP7 inh,UBC13 polyUb,SENP1 FRET inh
CCn1c(SCC(=O)N(C)CC(=O)Nc2cccc(OC)c2)nnc1-c1ccco1,4.8,2.6,-1.5,-1.3,0.3,1.5,2.5,1.1,0.4
O=C(c1ccc(Cl)cc1Cl)N1CCc2ccccc21,1.7,13.8,-0.6,3.8,-1.8,5.8,9.1,-1.4,-0.1

# Back to the main list with the two entries that preceded the break.
SMILES,SENP8 block-1,PfG6PD inh,MIN6 prolif,SENP6 inh,HKDC1 inh,SENP8 block-2,SENP7 inh,UBC13 polyUb,SENP1 FRET inh
O=C(CSc1ccccc1)Nc1ccc(S(=O)(=O)NCC2CCCO2)cc1 (stereo not drawn),0.9,-12.1,0.3,-2.3,4.0,-5.5,-2.1,1.7,1.8
O=S(=O)(CC(O)COc1ccccc1Cl)c1ccccc1 (stereo not drawn),3.3,3.3,-1.1,-11.9,-0.1,17.7,-0.1,5.4,2.5
COC(=O)c1c(NC(=O)CN2CCN(c3ccccc3OC)CC2)c2cc(C)ccc2n1C,-3.3,-2.9,-2.0,-14.1,-0.4,-271.2,-4.8,7.9,1.0
O=C(COc1ccc(Br)cc1)NCCCNC(=O)c1ccncc1,-0.2,-3.5,1.3,-9.8,-4.5,-4.1,-1.1,3.4,-0.3
Cc1cc(N2CCN(C)CC2)nc(=S)[nH]1,3.2,-5.2,1.0,2.5,17.6,9.5,6.8,-3.0,-0.4
Cn1c(Sc2ccc(C(=O)O)cc2[N+](=O)[O-])nnc1-c1ccccc1,3.0,-33.2,2.8,7.0,5.0,13.4,-0.6,-3.5,-1.5
Cc1cc(OCC(=O)N2CCc3ccccc3C2)c2c(-c3ccccc3)cc(=O)oc2c1,-7.3,-8.1,-4.6,-17.3,21.2,-55.6,-7.5,0.7,1.9
COC(=O)c1ccc(C2/C(=C(\O)c3ccc4c(c3)OCCO4)C(=O)C(=O)N2CCCN(C)C)cc1 (stereo not drawn),-6.0,8.5,0.5,-17.2,-3.0,21.3,-6.7,2.4,2.3
Cc1ccc(N(C(=O)c2csnn2)C(C(=O)NC2CCCC2)c2cccnc2)c(C)c1 (stereo not drawn),-14.4,-12.3,-0.1,-24.6,-8.5,-0.1,-15.0,-3.0,0.8
COc1cc(OC)c(OC)cc1CCC(C)NCCC(c1ccccc1)c1ccccc1 (stereo not drawn),-10.4,17.9,-6.8,-34.0,81.0*,21.8,2.1,13.9,-6.7
Nc1nn(-c2ccccc2Cl)cc1-c1nn[nH]n1,1.8,-3.5,0.8,12.6,-1.9,15.7,1.7,-0.5,0.0
Cc1cc(C)n(-c2c(F)c(F)c(CN3CCOCC3)c(F)c2F)n1,4.4,18.1,-1.6,5.2,-1.8,14.3,0.2,-0.9,2.3
Cc1ccc(C(=O)OCC(=O)N2C(C)CCCC2C)s1 (stereo not drawn),-5.7,-21.2,-2.2,2.9,-11.2,0.9,-0.3,-15.8,-1.9
COc1cc(/C=N/NC(N)=O)cc([N+](=O)[O-])c1O,0.5,11.3,-3.6,4.0,0.2,13.1,4.6,-121.7,2.9
CS(=O)(=O)N1CCN(c2ccccc2NC(=S)NC(=O)c2ccco2)CC1,1.3,20.8,1.0,-1.6,-3.7,7.1,-4.9,10.5,3.7
Cn1c(=O)c2c(ncn2C)n(C)c1=O,-6.0,-13.1,-2.4,-4.2,2.6,9.3,1.8,4.8,-0.2
CC(C)C(=O)NC(=S)Nc1ccc(S(=O)(=O)N2CCN(C)CC2)cc1,0.8,-6.7,3.8,-4.3,7.3,18.9,11.0,-11.5,2.3
CCCN(CC1CC1)C(=O)CCc1nnc(C(OC)c2ccccc2)o1 (stereo not drawn),-0.1,-9.3,-3.0,1.6,-9.4,3.3,1.7,1.3,0.1
CC(c1ccccc1)n1c(Cn2ncc3ccccc3c2=O)n[nH]c1=S (stereo not drawn),0.7,37.5,1.8,0.1,-10.9,15.5,2.8,5.0,1.8
O=C(O)CCc1nc(-c2ccccc2)c(-c2ccccc2)o1,-16.1,nt,-4.0,-21.8,nt,nt,-10.2,-7.1,nt
O=[N+]([O-])c1ccc2[nH]c(O)c(N=Nc3ccc(F)cc3)c2c1,-19.5,12.7,1.3,-27.0,0.9,35.8,-8.7,-52.9,55.8*
COc1ccc(OC(=O)COc2ccc(Cl)cc2)cc1,0.5,-16.0,-0.2,-13.0,-0.2,19.7,-0.9,8.4,4.4
N=c1n(CCO)c2ccccc2n1CCN1CCCCC1,0.9,2.1,-0.5,4.1,-7.7,0.4,-8.5,-20.7,3.7
COc1cc(O)c(C(CCN2CCCCC2)c2ccc3c(c2)OCO3)c(OC)c1 (stereo not drawn),4.2,15.9,-4.4,-3.9,9.7,10.0,-13.7,12.8,-1.5
O=C(O)CCC(=O)N1CCc2cc(S(=O)(=O)NC3CCCc4ccccc43)ccc21 (stereo not drawn),-15.5,-21.3,-1.8,-20.2,-9.7,4.8,-5.5,-3.7,0.5
COC(=O)c1ccccc1NC(=O)c1cncc(Br)c1,3.8,-12.5,-2.3,-3.7,7.0,3.1,-1.8,4.3,-1.2
Cc1ccc(C)c(OCCn2cc(/C=C(\C#N)C(=O)NCC3CCCO3)c3ccccc32)c1 (stereo not drawn),-2.3,5.5,-3.9,-6.4,17.8,-42.8,4.3,-1.2,-53.8
COc1cccc(S(=O)(=O)Nc2cccnc2)c1,-10.1,-10.8,0.0,-10.2,-10.4,9.6,-7.4,-8.8,1.1
COc1ccc(/C=C(/NC(=O)c2ccccc2)C(=O)N/N=C/c2ccncc2)cc1,4.6,8.2,-3.8,-17.4,1.5,-16.8,5.4,-13.5,-10.0
Cc1nccnc1Sc1ccccc1,-14.0,-0.4,0.0,-8.6,-3.0,10.0,-5.0,-9.6,1.0
CNC1=C(N(C(C)=O)c2ccc(Br)cc2)C(=O)c2ccccc2C1=O,nt,43.5,nt,nt,9.2,84.5*,nt,nt,0.8
O=C1NCCN(CC2CCN(CCC3CCCC3)CC2)C1=O,nt,-0.6,nt,nt,-7.5,2.6,nt,nt,0.1
CN(Cc1cccnc1)C(=O)c1cc(COc2ccc3ncccc3c2)on1,-2.1,-3.9,-6.8,6.2,-2.4,11.4,6.7,6.7,-1.8
O=C(CN1C(=O)S/C(=C\c2cccs2)C1=O)Nc1ccc(C(=O)O)c(O)c1,nt,-24.7,nt,nt,0.1,12.0,nt,nt,1.5
Cc1ccc(CNC(=O)c2ccccc2NC(=O)CN2CCN(C)CC2)cc1,5.6,-11.5,0.0,-17.6,-3.8,3.7,-0.7,5.2,2.3
Cc1ccc(C(=O)NC2CC2)cc1S(=O)(=O)N1CCOCC1,3.6,-7.6,-0.3,8.8,-1.0,7.3,-0.3,11.4,-0.3
O=C(OCc1nc2ccccc2s1)c1ccc(Br)s1,-1.2,2.8,-3.8,16.6,-8.3,-2.9,5.0,8.5,-3.1
CCCCCn1c(=O)[nH]c2cc(C(=O)N3CCN(c4ccccc4F)CC3)ccc2c1=O,-2.1,-18.1,-0.6,-10.8,3.5,13.5,7.9,-6.1,3.0
COc1ccccc1CC(=O)NCc1nn(-c2ccccc2)nc1C,-1.3,-13.1,-3.7,-15.4,-1.5,15.8,-4.6,-0.3,-0.8
COc1ccccc1CNC(=O)COc1ccc(S(=O)(=O)N2CCCC2)cc1,-1.8,-3.1,0.0,-12.1,-3.3,10.3,-6.3,6.8,0.3
Cc1cccc(S(=O)C(c2ccccc2)c2ccccc2)c1 (stereo not drawn),nt,28.8,nt,nt,-2.2,7.0,nt,nt,0.6
O=C(COc1ccc(Br)cc1Br)NC(=S)N1CCCc2ccccc21,1.5,16.1,-0.5,-6.7,-1.7,12.2,10.3,3.9,-29.8
CC(=O)Nc1ccc(NC(=O)COC(=O)/C=C/c2ccc3c(c2)OCO3)cc1,2.8,5.4,2.1,2.1,4.9,-461.0,-3.1,-11.0,3.0
